# Screening data from PubChem BioAssay.
# LmPK inhibitor: qHTS Assay for Inhibitors of Leishmania Mexicana Pyruvate Kinase (LmPK). purified LmPK, Kinase-Glo ATP luminescence, 1 h. AID 1721, 2009. 290,000 compounds, 0.37% hits. Potency, µM (doses to about 57.5 µM), inactives show at the top dose activity change, negative = inhibition, most hits filed as inhibitors. Q27686; also: potency is read from the fitted curve at half-maximal effect; % is scaled to controls: 0 for no effect and ±100 for the full control effect
# Target sequence (Q27686 whole entry, looked up): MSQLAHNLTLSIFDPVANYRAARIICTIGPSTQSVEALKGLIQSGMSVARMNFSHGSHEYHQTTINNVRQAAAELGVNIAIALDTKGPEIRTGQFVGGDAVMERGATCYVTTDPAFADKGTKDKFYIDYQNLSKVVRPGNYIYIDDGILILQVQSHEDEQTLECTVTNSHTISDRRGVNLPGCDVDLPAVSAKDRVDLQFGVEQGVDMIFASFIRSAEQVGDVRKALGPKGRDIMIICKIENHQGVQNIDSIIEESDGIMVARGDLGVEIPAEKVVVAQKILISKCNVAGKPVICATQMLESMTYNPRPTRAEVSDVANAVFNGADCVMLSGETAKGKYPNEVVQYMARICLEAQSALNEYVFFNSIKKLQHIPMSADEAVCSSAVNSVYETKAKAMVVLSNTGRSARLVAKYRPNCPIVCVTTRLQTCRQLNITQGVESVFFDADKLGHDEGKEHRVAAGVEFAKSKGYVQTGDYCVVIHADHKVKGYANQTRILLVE
#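 Screened at intermediate enzyme activity to detect both inhibitors and activators: LmPK at 0.1 nM, with a 0.5 nM enzyme column as activation reference. PEP 0.5 mM, ADP 0.1 mM; ATP detected by luminescence after 1 h.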
# Pf growth 96h: Primary qHTS for delayed death inhibitors of the malarial parasite plastid, 96 hour incubation | Potency, µM (series often up to 28.7 µM), for inactives: at the highest dose activity change, negative = inhibition, hits mostly inhibitors | P. falciparum luciferase reporter growth, 96 h | 320,000 compounds, 6.9% hits; also: potency is read from the fitted curve at half-maximal effect; % is scaled to controls: 0 for no effect and ±100 for the full control effect
#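 P. falciparum expressing integrated firefly luciferase grown in erythrocytes (2% hematocrit, 0.05% parasitemia final) with compounds for 96 hours at 37 C, 5% CO2. Growth inhibition read as loss of luminescence after adding luciferase detection reagent.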
# Shiga toxin inh: A qHTS for Small Molecule Inhibitors of Shiga Toxin; 290,000 compounds, 9.2% hits; inhibition, % at 38.7 µM; Vero cells, Shiga toxin protein synthesis inhibition reporter; in the data active = inhibition mostly above about 28%, no sharp cut-off; inactive = mostly below about 43%; also: 0% is about no effect
# CHX counter: Cycloheximide Counterscreen for Small Molecule Inhibitors of Shiga Toxin; cell reporter, cycloheximide protein synthesis inhibition counterscreen; max response, %; 300,000 compounds, 12% hits; AID 2314, 2010; in the data active = max response mostly above about 13%, no sharp cut-off; inactive = mostly below about 14%; also: read at 38.3 µM for the half of the compounds with a filed dose; 0% is about no effect
# Pf growth 48h: Primary qHTS for delayed death inhibitors of the malarial parasite plastid, 48 hour incubation; P. falciparum luciferase growth in erythrocytes, 48 h; Potency, µM (series often up to 28.7 µM), for the others: at the highest dose activity change, negative = inhibition, actives largely listed as inhibitors; 310,000 compounds, 5.9% hits; AID 504832, 2011; also: potency is read from the fitted curve at half-maximal effect; % is scaled to controls: 0 for no effect and ±100 for the full control effect
#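 A one-generation exposure of luciferase-tagged malaria parasites in RPMI 1640/Albumax erythrocyte culture, 37 C and 5% CO2. Inhibition is inferred from decreased luminescence after adding detection reagent.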
# AMA1 RON2 block: qHTS for Inhibitors of AMA1-RON; Towards Development of Antimalarial Drug Lead: Primary Screen | Potency, µM (titrated, usually from 58.2 µM), inactives show at the highest dose activity change, negative = inhibition, hits mostly inhibitors | AID 720542, 2013 | AlphaScreen AMA1-biotinylated RON2 peptide binding | 360,000 compounds, 0.2% hits | Plasmodium falciparum AMA1 (3D7) - RON2 peptide interaction;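 also: potency is read from the fitted curve at half-maximal effect; 0% = vehicle wells and -100% = peptide control; nearly all actives have a fitted effect of over 45% in size; some results filed as inactive show a strong effect at the top dose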
#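 AMA1 (3D7) with his tag at 25 nM final met compounds first, then biotinylated RON2 peptide at 25 nM; detection used donor plus acceptor beads, 10 µg/mL apiece, read by AlphaScreen after 30 min at room temperature.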
# TbPYK inhibitor: qHTS of Trypanosoma Brucei Inhibitors; pyruvate kinase (Trypanosoma brucei), Q57TT1; TbPYK enzyme, Kinase-Glo Plus ATP luminescence, 45 min; Potency, µM (doses to about 76.8 µM), inactives show top-dose activity, negative = inhibition, usual class: inhibitors; 410,000 compounds, 0.12% hits; also: potency is read from the fitted curve at half-maximal effect; % is scaled to controls: 0 for no effect and ±100 for the full control effect; nearly all actives have a fitted effect of over 50% in size
#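 Enzyme and substrate buffer are dispensed first and compound is pin-transferred. ADP at 130 uM final then starts the reaction, which runs 45 min at room temperature. Detection reagent is added for 10 min before luminescence is imaged.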
# Active calls of the source: *; ? = inconclusive; nt = not tested or not shown; & = joins results of further samples; [ ] = dose if it differs, or a comment. Unless noted, calls follow the shape of the dose curve; as a rule, active = well fitted curve in the direction sought with a large enough effect; inconclusive = small, poorly fitted or top-dose-only effect, or another doubt; inactive = no such curve, though single readings can be large; an effect the other way counts as inactive or inconclusive.
# Each structure is followed by: Pf growth 48h, Pf growth 96h, LmPK inhibitor, AMA1 RON2 block, TbPYK inhibitor, Shiga toxin inh, CHX counter
COC(=O)Cn1c(C)c(/C=C/c2cc[n+](C)cc2)c2ccccc21
  ?, ?, -7.3%, -1.3%, -17.0%, -5.5, 0.9
Cc1ccc(C(c2nnnn2C(C)(C)C)N2CCC(C)CC2)cc1 (centres undefined)
  ?, 10.0%, -3.8%, -10.0%, 0.6%, 17.6, 1.0
O=C(N/N=C/c1ccco1)c1cc(-c2cccc(Br)c2)nc2ccccc12
  ?, ?, 2.7%, 5.4%, 0.2%, 30.1, 10.9
CCSc1nnc(-c2cccnc2)n1-c1ccc(Cl)c(C)c1
  nt, 11.7µM*, -2.7%, -14.1%, -13.1%, -13.5, -1.5
Cc1nc(NC(=O)c2c(-c3ccccc3Cl)noc2C)sc1C
  ?, ?, -2.7%, -11.7%, -0.1%, 20.6, 14.9
CCOC(=O)c1c(C)[nH]c2cc(Br)c(OC)cc12
  ?, -6.1%, 0.3%, 9.0%, 0.0%, 0.8, 17.5*
Cc1nn(-c2ccccc2)c(Cl)c1C(=O)NNC(=O)c1ccccc1O
  ?, -5.6%, nt, 78.9%[activator], 0.6%, nt, nt
Nc1nnn(CC(=O)N/N=C/c2ccccc2Cl)n1
  13.0%, 51.5%[activator], 2.0%, 24.2%, -1.9%, -6.1, 1.4
O=S(=O)(Nc1ccc(S(=O)(=O)N2CCCCCC2)cc1)c1cccs1
  nt, ?, 4.0%, -2.7%, -5.1%, -4.4, -4.7
COCCNC(=O)Cn1nc(C)c2ccccc2c1=O
  10.5%, 37.0%[activator], 0.9%, 26.3%, 2.0%, 3.7, 5.9
CC(=O)Nc1ccc(/C=N/NC(N)=S)cc1
  0.6%&13.6%, -3.1%&2.3%, nt, nt, -9.7%&5.8%, -5.5, 5.8
CCN(CC)C(=O)c1sc2nc(-c3ccc(OC)cc3)cn2c1C
  248.9%[activator], ?, -15.2%, 0.3%, -22.9%, 77.2*, 38.1*
CC(C)(C)NC(=O)N1CCN(S(=O)(=O)c2ccc3c(c2)CCC3)CC1
  ?, ?, nt, 11.6%, -7.5%, nt, nt
COc1ccc(CCNC(=O)CC2COc3ccccc3O2)cc1OC (centres undefined)
  45.9%[activator], 5.2%, 1.2%, 5.5%, 1.5%, 5.8, 10.3
COC(=O)c1c(NC(=O)c2nc3ncccn3n2)sc(C(=O)N(C)C)c1C
  14.1%, -5.9%, 0.5%, nt, nt, -9.9, 7.1
COCCCNC(=O)CSC1=Nc2ccccc2C2=NC(CC(=O)NCc3ccccc3)C(=O)N12 (centres undefined)
  ?, 37.8%[activator], 0.4%, 1.2%, -0.9%, 2.9, 1.5
Cc1oc2c(C)c3oc(=O)c(CC(=O)N[C@@H](CC(C)C)C(=O)N[C@@H](Cc4ccccc4)C(=O)O)c(C)c3cc2c1C
  66.8%[activator], -18.8%, 8.7%, -1.8%, 3.2%, -7.0, -3.9
COc1ccc(C(=O)Nn2c(SCC(=O)N3CCC(C)CC3)nc3ccccc3c2=O)cc1
  57.8%[activator], 2.3%, -26.5%, 4.6%, -12.8%, 25.1, 9.9
Cc1nc2cc(NC(=O)c3ccc([N+](=O)[O-])s3)ccc2s1
  ?, ?, -11.8%, 4.0%, 0.3%, 52.3*, 34.3*
Cc1cccc(NC(=O)CSCC(=O)N(C)Cc2c(F)cccc2Cl)c1
  ?, 13.1µM*, nt, 8.5%, 0.5%, nt, nt
COc1ccc(S(=O)(=O)N(CC(=O)NCc2ccco2)c2ccccc2)cc1
  nt, ?, -1.5%, -19.7%, 6.6%, -8.4, 0.7
COc1ccc(S(=O)(=O)NCc2ccccn2)c(Cl)c1Cl
  3.1%, ?, -1.0%, 30.7%[activator], -1.7%, -4.6, -0.9
O=C(CNC(=O)c1ccccc1)NC1(C(=O)NC2CCCCC2)CCCCC1
  -24.3%, -15.5%, -0.1%, 8.3%, -0.5%, 26.1, 14.4
Cc1ccc(S(=O)(=O)Nc2cc(Cl)c(O)cc2C)cc1
  25.5%, 48.0%[activator], 7.9%, 3.4%, 2.4%, -23.2, -3.9
Cn1c(SCC(=O)Nc2ccc(N3CCOCC3)cc2)nnc1C(F)(F)F
  -10.4%, -8.7%, nt, 6.0%, 2.1%, nt, nt
CS(=O)(=O)N(CC(=O)NCc1ccncc1)C1CCCCC1
  11.0%, 20.3%, 3.4%, 3.9%, -2.5%, -7.6, 8.2
O=C(CCC(=O)N1CCOCC1)NCCc1ccccc1
  84.4%[activator], 76.3%[activator], nt, -5.2%[11.6 µM], -2.7%, nt, nt
CC(C)N1C(=S)SC(C)(C)C1n1oc(=O)n(-c2cccc(Cl)c2)c1=O (centres undefined)
  ?, ?, 6.2%, -3.4%, 2.2%, 2.4, 6.2
CCC(=O)Oc1ccc2c(c1)OC1(OC(C)=O)OC(C)CC1=C2C (centres undefined)
  -4.4%, ?, 3.1%, -5.3%, 0.9%, -4.2, 1.9
NC(=S)Cc1ccccc1Cl
  33.7%[activator], 65.0%[activator], 2.7%, -13.7%, -1.5%, -2.3, -1.2
COCCNC(=O)c1csc(Nc2cccc3ccccc23)n1
  ?, ?, -0.7%, 0.5%, 0.1%, 6.1, 6.1
Cc1cc(O)c(NC(=O)c2cccc([N+](=O)[O-])c2)cc1C
  -3.2%, 48.4%[activator], 2.6%, -14.3%, 0.8%, 46.6*, 22.0*
COc1ccc(NC(=O)C2CCC(CNC(=O)[C@@H]3Cc4ccccc4CN3)CC2)cc1 (some centres undefined)
  ?, ?, -0.6%, -6.2%, 6.4%, 8.7, 15.5
CN(CCO)c1cc(NCCCN2CCC(Cc3ccccc3)CC2)c2nonc2c1[N+](=O)[O-]
  10.4µM*, -6.8%, -3.1%, 4.2%, 4.1%, -2.5, 10.2
O=C(c1ccc(-c2ccc([N+](=O)[O-])cc2)o1)N1CCCC(C(F)(F)F)C1 (centres undefined)
  9.28µM*, 3.6%, nt, -0.1%, 1.1%, nt, nt
CCNS(=O)(=O)c1ccc(CCC(=O)NCc2ccncc2)cc1
  10.1%, -7.3%, 0.0%, -7.4%, 1.6%, -11.4, -1.7
CCC(O)c1nc2ccccc2n1CCc1ccccc1 (centres undefined)
  ?, 7.0%, -0.7%, -18.9%, -4.8%, -3.3, -3.7
O=c1oc(-c2cccs2)nc2sc3c(c12)CCC3
  8.2%, 28.6%, -10.9%, -3.5%, -4.7%, -17.2, -1.7
COc1ccc(S(=O)(=O)Nc2ccc(C)c(S(=O)(=O)N3CCOCC3)c2)cc1[N+](=O)[O-]
  -9.1%, -5.7%, nt, -0.2%, -3.5%, nt, nt
CCCN1CCN(S(=O)(=O)c2ccc3c(c2)NC(=O)C(C)C(=O)N3)CC1 (centres undefined)
  -1.5%, 35.8%[activator], -0.9%, 1.9%, -5.2%, 12.3, -1.0

# A different layout for part of the listing above.
SMILES	Pf growth 48h	Pf growth 96h	LmPK inhibitor	AMA1 RON2 block	TbPYK inhibitor	Shiga toxin inh	CHX counter
CN(CCO)c1cc(NCCCN2CCC(Cc3ccccc3)CC2)c2nonc2c1[N+](=O)[O-]	10.4µM*	-6.8%	-3.1%	4.2%	4.1%	-2.5	10.2
O=C(c1ccc(-c2ccc([N+](=O)[O-])cc2)o1)N1CCCC(C(F)(F)F)C1 (centres undefined)	9.28µM*	3.6%	nt	-0.1%	1.1%	nt	nt
CCNS(=O)(=O)c1ccc(CCC(=O)NCc2ccncc2)cc1	10.1%	-7.3%	0.0%	-7.4%	1.6%	-11.4	-1.7

# Next records follow:
# Each structure is followed by: Pf growth 48h, Pf growth 96h, LmPK inhibitor, AMA1 RON2 block, TbPYK inhibitor, Shiga toxin inh, CHX counter
Cc1ccc(S(=O)(=O)N2C(=O)CCC2C(=O)Nn2cnnc2)cc1 (centres undefined)
  6.0%, nt, -1.0%, 24.7%, 0.2%, -11.7, -3.4
CC(C)NC(=O)NC(=O)CSc1nnc(-c2ccccc2F)n1N
  6.3%, 16.4%, 2.6%, 15.4%, -0.5%, -4.0, 0.5
COc1ccc(N2C(=O)C3C(c4ccc(OC)cc4O)NC(Cc4ccccc4)(C(=O)O)C3C2=O)cc1 (centres undefined)
  2.4%, 82.5%[5.75 µM], 5.7%, 111.7%[activator], 0.8%, 20.6, 10.1
CC[C@H]1OC(=O)[C@H](C)[C@@H](O[C@H]2C[C@@](C)(OC)[C@@H](O)[C@H](C)O2)[C@H](C)[C@@H](O[C@@H]2O[C@H](C)C[C@H](N(C)C)[C@H]2O)[C@](C)(OC)C[C@@H](C)C(=O)[C@H](C)[C@@H](O)[C@]1(C)O
  nt, nt, 0.9%, 0.0%, 0.6%, -7.4, -2.3
CC(Oc1ccccc1)C(=O)NC1CC(C)(C)NC(C)(C)C1 (centres undefined)
  -7.3%, -20.7%, -2.6%, -9.4%, 0.5%, -8.1, -3.1
COc1ccc(COc2cccc(C=O)c2)cc1
  133.2%[activator], 128.4%[activator], nt, 29.0%, 3.4%, nt, nt
Cc1cccc(C(CC(=O)NCc2ccco2)c2ccccc2)c1O (centres undefined)
  -15.2%, ?, 0.9%, -2.9%, 4.0%, -8.8, -1.3
CN(CC(=O)NCc1ccco1)CC(=O)Nc1c(Cl)cccc1Cl
  0.0%, -10.8%, nt, 25.5%, -2.1%, nt, nt
Cc1nnsc1S(=O)(=O)Cc1ccccc1Cl
  ?, -28.3%, 6.0%, -0.7%, 6.7%, -5.7, -2.4
O=C(OCC(=O)N1CCCCCC1)c1ccc(Cl)c(S(=O)(=O)N2CCCC2)c1
  -18.4%, ?, 2.4%, 10.8%, -17.4%, 26.0, 7.6
O=C(CSc1nnc(NC(=O)c2ccc(F)cc2F)s1)NC1CC1
  50.6%[activator], -1.0%, -7.4%, -5.0%, 0.4%, 22.7, 5.2
O=C(CSc1cn[nH]n1)Nc1cccc(C(=O)O)c1
  2.1%, -18.8%, 0.4%, 1.2%, ?, -2.8, -9.2
CC1(C)CC(=O)C=C(NCc2cccnc2)C1
  12.8%, 6.7%, -0.1%, -13.2%, 7.7%, -22.0, -2.3
O=C(O)c1ccc2c(c1)C(c1ccccc1)OC2=O (centres undefined)
  ?, nt, -6.2%, -3.1%, 3.7%, -3.0, -2.3
O=c1[nH]c(CSc2nnnn2-c2ccccc2)nc2ccccc12
  3.1%, ?, 1.8%, 1.0%, 0.7%, -16.8, 0.9
CC(=O)Oc1ccc(/C=N/NS(=O)(=O)c2ccccc2)cc1
  3.9%, 5.1%, 4.7%, 0.8%, -10.2%, 9.7, -1.3
O=C(CNC(=O)c1ccccn1)N=Nc1c(O)[nH]c2ccccc12
  ?, -7.4%, 4.3%, 93.2%[activator], -0.6%, 47.1*, 22.2
CC1CN(CC(O)COC(c2ccccc2)c2ccccc2)CC(C)O1 (centres undefined)
  -17.9%, 19.9%, -0.9%, -24.7%, 2.5%, -13.5, -1.2
CN1CC=C2C(C#N)=C(N)C(C#N)(C#N)C(CCc3ccccc3)C2C1 (centres undefined)
  -23.9%, 7.38µM*, 3.7%, 7.1%, 2.9%, -10.4, -2.3
